# From PubChem BioAssay
# AID2073 = inhibitors of Mint1-CaV2.2 protein interaction, biochemical, HTRF (AID 2073); Voltage-dependent N-type calcium channel subunit alpha-1B (Homo sapiens); 290,000 tested, 0.19% active; one-dose inhibition, % at 20 µM; IC50 in µM for titrated hits; HTRF protein-protein interaction, Mint1-CaV2.2; higher % means a stronger effect; in the data active = inhibition mostly above about 51%, no sharp cut-off; inconclusive = no clear call, values can overlap the other calls; inactive = mostly below about 53%; also: some results filed as inactive read as strong as hits
# West Nile virus CPE = West Nile virus antiviral activity, cell-based, CPE readout (AID 1621); West Nile virus-infected cells, CPE inhibition; higher % means a stronger effect; 290,000 tested, 0.02% active; CPE inhibition, % at 10 µM; hits with a dose series show IC50 in µM; in the data active = a potency from the dose series; inconclusive = CPE inhibition mostly from about 3.7% at the one dose, without a potency; inactive = the rest, 99 in 100 with CPE inhibition below about 2.2%; also: strong numbers were not always called active
# NTR1 agonist = agonists of NTR1, primary screen, imaging, U2OS cells, beta-arrestin-GFP, high content (AID 493036). NTR1-U2OS beta-arrestin-GFP spot imaging, agonist mode. activation, % at 20 µM. Neurotensin receptor type 1 (Homo sapiens), P30989. 330,000 tested, 0.17% active;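 active = activation at or above 40% of the spot to cytoplasm intensity ratio, with at least 20 cells analyzed; inconclusive = wells under 20 cells, flagged as cytotoxic or low count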;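 also: 0% = DMSO without peptide and 100% = 100 nM NTR1 peptide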
# Target sequence (P30989 whole entry, looked up): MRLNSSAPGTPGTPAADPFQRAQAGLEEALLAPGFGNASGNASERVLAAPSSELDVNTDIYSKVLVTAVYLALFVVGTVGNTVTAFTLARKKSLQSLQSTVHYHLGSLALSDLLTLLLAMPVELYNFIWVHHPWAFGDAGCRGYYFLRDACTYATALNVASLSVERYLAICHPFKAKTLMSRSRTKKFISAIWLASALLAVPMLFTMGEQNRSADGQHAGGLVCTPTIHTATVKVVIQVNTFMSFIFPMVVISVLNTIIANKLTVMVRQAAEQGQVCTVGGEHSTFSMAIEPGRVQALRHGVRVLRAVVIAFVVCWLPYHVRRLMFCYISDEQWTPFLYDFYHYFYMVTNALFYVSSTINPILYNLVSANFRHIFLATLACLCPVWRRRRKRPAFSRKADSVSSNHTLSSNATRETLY
# UTI89 phage lysis = inhibition of K1F phage lysis, E. coli UTI89, bacterial capsule biogenesis inhibitors, alamar blue (AID 488966) | E. coli UTI89 K1F phage lysis, alamar blue, 2 h; higher % means a stronger effect | inhibition, % at 100 µM, or IC50 in µM where a hit was titrated | 340,000 tested, 0.02% active;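 active = phage lysis inhibition, versus mean bacterial control, above a set limit; inconclusive = no clear call, values can overlap the other calls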;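 also: capsule biogenesis inhibitors block K1F phage lysis so surviving cells raise fluorescence; higher fluorescence means more inhibition of phage lysis; actives were called in the ten point dose series up to 300 µM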
# NS5 inhibitors = Dengue-2 NS5 methyltransferase inhibitors, primary screen, biochemical, confirmation dose response (AID 588689); Genome polyprotein (Dengue virus type 2 (strain 16681-PDK53)); inhibition, % at 25 µM, or IC50 in µM where a hit was titrated; Dengue-2 NS5 methyltransferase capping enzyme assay, biochemical; higher % means a stronger effect; 340,000 tested, 0.3% active; in the data active = a potency from the dose series; inconclusive = inhibition above about 29% without an active follow-up result
# Large T inhibition = SV40 large T antigen inhibitors, biochemical (AID 1903); 310,000 tested, 0.39% active; SV40 large T antigen ATPase/helicase inhibition assay; higher % means a stronger effect; inhibition, % at 20 µM, or IC50 in µM where a hit was titrated; in the data active = a potency from the dose series; inconclusive = inhibition mostly from about 32% at the one dose, without a potency; inactive = the rest, 99 in 100 with inhibition below about 32%; also: strong numbers were not always called active
# RSV CPE inhibition = RSV antiviral activity via CPE protection, HEp-2 cells, primary 10 µM value included (AID 2391); HEp-2 cells, RSV-induced CPE inhibition; higher % means a stronger effect; CPE inhibition, % at 10 µM; hits with a dose series show IC50 in µM; 310,000 tested, 0.13% active; in the data active = a potency from the dose series; inconclusive = CPE inhibition mostly from about 23% at the one dose, without a potency; inactive = the rest, 99 in 100 with CPE inhibition below about 21%; also: strong numbers were not always called active
# Rac1 GTP hydrolysis = MgcRacGAP GTPase-activating activity inhibitors, confirmation, biochemical, ADP Hunter fluorescence | 340,000 tested, 0.6% active | Rac GTPase-activating protein 1 (Homo sapiens) | AID 624330, 2012 | MgcRacGAP-stimulated Rac1 GTP hydrolysis, ADP Hunter fluorescence; higher % means a stronger effect; GST-tagged Rac1 F28L mutant substrate | one-dose inhibition, % at 30 µM; IC50 in µM for titrated hits;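 active = first-screen hits whose inhibition reached a set limit at any dose in the follow-up dose series; inconclusive = inhibition above the set first-screen limit but never retested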;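 also: fluorescence reports GDP produced by GAP-driven GTP hydrolysis; strong numbers were not always called active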
# SIAH1 antagonists = Siah-1 peptide-binding antagonists, primary screen, biochemical, fluorescence polarization, rhodamine-plectin, uHTS (AID 1817). E3 ubiquitin-protein ligase SIAH1 (Homo sapiens). Siah-1 / rhodamine-plectin peptide fluorescence polarization; higher % means a stronger effect. displacement, % at 20 µM; hits with a dose series show IC50 in µM. 290,000 tested, 0.02% active;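 active = displacement of at least 50% at 20 µM, with a fluorescence ratio check between 0.3 and a set limit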;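 also: plate controls were Siah plus tracer with DMSO for no effect and tracer alone without Siah for full effect; strong numbers were not always called active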
# NTR1 agonist cell count 20 µM = second read-out of NTR1 agonist, no call of its own (marks repeat the call); cell count; measured here: cell count, cytotoxicity flag
# * = called active by the depositor; ? = inconclusive; / = no result given; [ ] = remark or other dose.
structure | AID2073 | West Nile virus CPE | NTR1 agonist | NTR1 agonist cell count 20 µM | UTI89 phage lysis | NS5 inhibitors | Large T inhibition | RSV CPE inhibition | Rac1 GTP hydrolysis | SIAH1 antagonists
Cc1nn(-c2ccccc2)c(Cl)c1/C=N/NC(=O)c1ccco1 | 5% | 2.1% | -4.3 | 96 | 0.1% | 2% | 3% | -0.7% | 11% | 1%
Cc1nnc(SCC(=O)N/N=C/c2cn(-c3ccccc3)nc2-c2ccccc2)n1-c1ccccc1 | 22% | 0.1% | 8.2 | 58 | 0.1% | 1% | -1% | ? | 3% | -3%
CCOC(=O)c1sc(NC(=O)C2CC=CCC2C(=O)O)nc1C (stereo unspecified) | 2% | 0.6% | -0.4 | 54 | 2.3% | -3% | 7% | 1.7% | 9% | 5%
COc1ccccc1CNCc1cc(=O)oc2c(C)c(C)ccc12 | -2% | -0.7% | 1.6 | 80 | 1.1% | -9% | 5% | 8.8% | 6% | 2%
CCn1c(C)c(C2=CCN(S(=O)(=O)c3ccccc3)CC2)c2ccccc21 | 5% | -1.1% | -1.1 | 55 | 4.0% | -5% | 5% | ? | 6% | 21%
O=C(NC1CC1)C1CCN(C2CCN(C(=O)/C=C/c3ccc(F)cc3)CC2)CC1 | 15% | -0.3% | -0.8 | 62 | -0.3% | -9% | 5% | -2.1% | -1% | 7%
O=C(CC(C(=O)NCc1ccccc1)c1nc2ccccc2c(=O)[nH]1)NCc1ccccc1 (stereo unspecified) | 16% | 0.4% | 2.1 | 67 | 0.3% | -1% | 22% | 2.7% | -4% | 4%
O=C(CCCC(=O)NNC(=O)Nc1ccccc1)NNC(=O)Nc1ccccc1 | 6% | -0.1% | 0.6 | 30 | / | / | 11% | 2.9% | / | 3%
CCN(CC(=O)Nc1ccc(NC(C)=O)cc1)C(=O)c1cc2ccccc2oc1=O | / | / | 0.6 | 88 | 0.4%[50 µM] | -10% | / | 1.8% | 2% | /
Cc1ccc(NC(=O)C(C)Sc2n[nH]c(CNc3ccccc3)n2)cc1 (stereo unspecified) | -3% | -0.8% | -0.2 | 52 | 0.9% | -16% | 9% | 13% | -10% | -1%
COc1ccc(NC2CCCN(C(=O)c3cc4ncccn4n3)C2)cc1 (stereo unspecified) | -5% | 0.6% | 0.0 | 63 | 0.7% | 0% | 28% | -1.2% | 25% | 1%
CC12CCC(=O)N1C(C(=O)Nc1cc(C(F)(F)F)ccc1N1CCCCC1)CS2 (stereo unspecified) | / | / | 6.6 | 61 | -0.9%[50 µM] | 1% | 10% | 3.0% | 9% | /
CC1CCCCC1NC(=O)CSc1nc2ccccc2c(=O)n1Cc1ccco1 (stereo unspecified) | 0% | / | -0.1 | 55 | -0.1% | -3% | / | 17% | 0% | 0%
CC1CCCC(C)N1C(=O)CSc1ncccn1 (stereo unspecified) | 4% | -0.5% | 0.4 | 53 | 0.4% | 6% | -16% | -0.6% | 7% | -3%
COc1cccc(NC(=O)Cc2nnc(SCC(=O)NC3CCCC3)n2C)c1 | 1% | 0.0% | -0.1 | 49 | 0.4% | -1% | 0% | 0.4% | 3% | 2%
COCc1nnc(NC(=O)CSCc2ccccc2)s1 | -12% | 0.7% | 0.1 | 44 | 0.0% | 1% | 5% | 3.2% | 8% | -4%
Clc1ccccc1N1CCN(Cc2ccc(Br)o2)CC1 | / | / | 1.6 | 59 | 0.3% | -5% | 18% | / | 17% | /
Cc1cccc(NC(=O)Nc2ccc(Cl)cc2)n1 | 17% | -0.3% | 0.7 | 52 | 0.2% | -4% | -2% | 10% | 13% | 3%
Cc1ccc(NC(=O)COC(=O)CCC2CCCC2)c(Br)c1 | / | / | -0.6 | 60 | 0.2%[50 µM] | -12% | / | 0.9% | -2% | /
CN(CC(=O)Nc1cccc(F)c1)C(=O)CSc1ccccc1F | 4% | -0.8% | -1.8 | 46 | 0.1% | 1% | 3% | 3.3% | 11% | 20%
COc1cccc(NC(=O)C(Sc2nnc(Nc3ccccc3C)s2)c2ccccc2)c1 (stereo unspecified) | -9% | -1.2% | 5.9 | 49 | 1.9% | 1% | 18% | ? | 17% | -2%
O=C(Nc1cccc2ncccc12)c1ccc(Cl)cc1 | 7% | -0.1% | 4.9 | 43 | 2.4% | / | 8% | 3.2% | 9% | 1%
O=C(O)C1CCC(Cn2c(SCc3cc(=O)n4ccccc4n3)nc3ccsc3c2=O)CC1 (stereo unspecified) | 2% | 0.3% | 1.8 | 58 | 2.0% | -2% | 16% | 2.2% | 6% | 1%
Cc1ccc(CNC(=O)C2CC3Cn4c(nc5ccccc54)C3N2C)o1 (stereo unspecified) | / | / | 1.4 | 102 | 0.8% | -4% | 23% | 2.5% | 7% | /

# Fetched by compound from above (6):
structure | AID2073 | West Nile virus CPE | NTR1 agonist | NTR1 agonist cell count 20 µM | UTI89 phage lysis | NS5 inhibitors | Large T inhibition | RSV CPE inhibition | Rac1 GTP hydrolysis | SIAH1 antagonists
COc1cccc(NC(=O)C(Sc2nnc(Nc3ccccc3C)s2)c2ccccc2)c1 (stereo unspecified) | -9% | -1.2% | 5.9 | 49 | 1.9% | 1% | 18% | ? | 17% | -2%
Cc1ccc(NC(=O)COC(=O)CCC2CCCC2)c(Br)c1 | / | / | -0.6 | 60 | 0.2%[50 µM] | -12% | / | 0.9% | -2% | /
O=C(O)C1CCC(Cn2c(SCc3cc(=O)n4ccccc4n3)nc3ccsc3c2=O)CC1 (stereo unspecified) | 2% | 0.3% | 1.8 | 58 | 2.0% | -2% | 16% | 2.2% | 6% | 1%
O=C(Nc1cccc2ncccc12)c1ccc(Cl)cc1 | 7% | -0.1% | 4.9 | 43 | 2.4% | / | 8% | 3.2% | 9% | 1%
CN(CC(=O)Nc1cccc(F)c1)C(=O)CSc1ccccc1F | 4% | -0.8% | -1.8 | 46 | 0.1% | 1% | 3% | 3.3% | 11% | 20%
Cc1ccc(CNC(=O)C2CC3Cn4c(nc5ccccc54)C3N2C)o1 (stereo unspecified) | / | / | 1.4 | 102 | 0.8% | -4% | 23% | 2.5% | 7% | /

# More results follow.
# Letter code: A = AID2073; B = West Nile virus CPE; C = NTR1 agonist; D = NTR1 agonist cell count 20 µM; E = UTI89 phage lysis; F = NS5 inhibitors; G = Large T inhibition; H = RSV CPE inhibition; I = Rac1 GTP hydrolysis; J = SIAH1 antagonists
O=C(CNC(=O)c1ccccc1F)NCCN1C(=O)S/C(=C\c2ccccc2Cl)C1=O
  A = 3%; B = -0.3%; C = 1.4; D = 54; E = -0.1%; F = -9%; G = 12%; H = 2.4%; I = 5%; J = 5%

CN(Cc1cccc(F)c1)C(=O)c1ccc2c(=O)n3c(nc2c1)CCC3
  A = 7%; B = -0.6%; C = 0.6; D = 64; E = 0.1%; F = 0%; G = 11%; H = 0.9%; I = 9%; J = 11%

COc1ccc(C(=O)NCCN2CCOCC2)cc1[N+](=O)[O-]
  A = 11%; B = 0.5%; C = -0.5; D = 56; E = -2.8%; F = 5%; G = 9%; H = -0.1%; I = 2%; J = 2%

CCOC(=O)C[n+]1c(C)ccc2c1CCC2
  A = 0%; B = 0.0%; C = 1.7; D = 69; E = -0.1%; F = 2%; G = 2%; H = 0.1%; I = 4%; J = 11%

Brc1ccc(-n2cnc(-c3ccccc3)c2)cc1
  A = 3%; B = -0.6%; C = 2.6; D = 87; E = -0.1%; F = 5%; G = 9%; H = 3.2%; I = 5%; J = 0%

Cc1ccc(Cl)cc1NC(=O)C(=O)N1CCCCC1
  A = 4%; B = 0.7%; C = -0.5; D = 89; E = 0.2%; F = -5%; G = 10%; H = 0.8%; I = 9%; J = 36%

CC(C)(C)CC(=O)NCCCN1CCOCC1
  A = -3%; B = 0.2%; C = -0.5; D = 47; E = 0.2%; F = -2%; G = 6%; H = -1.8%; I = 7%; J = 6%

O=S(NCc1ccco1)C12CC3CC(CC(C3)C1)C2 (stereo unspecified)
  A = -12%; B = -0.4%; C = 1.9; D = 57; E = 5.4%; F = -2%; G = 3%; H = 1.2%; I = 9%; J = 2%

O=C(CNC(=S)N(Cc1ccccc1)Cc1cccnc1)N1CCOCC1
  A = 6%; B = -0.2%; C = 1.5; D = 46; E = 0.4%; F = -1%; G = 3%; H = 2.5%; I = 3%; J = 2%

CC(=O)NS(=O)(=O)c1ccc(NC(=O)CSc2ccc(Cl)cc2)cc1
  A = -10%; B = -0.1%; C = -1.9; D = 36; E = /; F = /; G = -5%; H = 1.0%; I = /; J = 4%

Cc1cccc(/N=C2/NC(=O)C(Cc3ccccc3)S2)n1 (stereo unspecified)
  A = 17%; B = 0.9%; C = 1.2; D = 63; E = -0.7%[50 µM]; F = -9%; G = 12%; H = -0.1%; I = 6%; J = -2%

O=C(NCc1ccccc1)c1sc(=S)n2c1[nH]c(=O)c1ccccc12
  A = -9%; B = -0.1%; C = -1.1; D = 65; E = 0.0%; F = 77µM*; G = ?; H = 9.6%; I = ?; J = -4%

Cc1ccc(S(=O)(=O)N2CCOCC2)cc1C(=O)Nc1nc(-c2ccccn2)cs1
  A = /; B = /; C = 3.9; D = 61; E = 2.0%; F = 3%; G = /; H = /; I = 14%; J = /

C=CCNc1nc(Nc2cc(Cl)ccc2OC)nc(OC)n1
  A = 4%; B = 0.6%; C = 0.0; D = 58; E = 0.0%; F = 1%; G = -2%; H = 1.4%; I = 11%; J = -1%

Cc1nn(-c2ccccc2)c2[nH]c(=O)c(CNCCN3CCOCC3)cc12
  A = 8%; B = 0.3%; C = -1.4; D = 57; E = -0.6%; F = -2%; G = 23%; H = 0.9%; I = 3%; J = 4%

O=C(COC(=O)Cc1ccsc1)NCc1ccccc1
  A = 0%; B = 0.1%; C = 0.0; D = 47; E = 3.1%; F = -2%; G = 0%; H = 1.3%; I = 7%; J = -1%

COCCn1c(SCC(=O)Nc2cc(C)on2)nc2cc(Cl)ccc2c1=O
  A = /; B = /; C = 1.0; D = 64; E = 0.1%[50 µM]; F = -1%; G = /; H = 2.9%; I = 7%; J = /

O=C(Cn1cnc2ccccc21)N/N=C/c1ccccc1
  A = -2%; B = -0.1%; C = 5.7; D = 42; E = 1.9%; F = -4%; G = 8%; H = 1.4%; I = -3%; J = -2%

N#Cc1ccc(C(=O)OCC(=O)NC2CCCC2)cc1
  A = 3%; B = -0.2%; C = 0.4; D = 105; E = 0.0%; F = -17%; G = 7%; H = 1.1%; I = -3%; J = 0%

CC1CCC(NC(=O)CNC(=O)c2ccc3ccccc3c2)CC1 (stereo unspecified)
  A = /; B = /; C = 0.0; D = 57; E = -0.3%[50 µM]; F = -4%; G = 9%; H = -0.2%; I = -13%; J = /
